From PubChem BioAssay
Mito fusion act – mitochondrial division inhibition or fusion activation. 320,000 tested, 0.23% active. S. cerevisiae fusion-defective mutant growth rescue, CellTiterGlo 48 h. AID 485298. Potency, µM (highest dose often 46.1 µM), for inactives: top-dose growth rescue (activation), actives largely listed as activators;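 note: potency is the fitted concentration of half-maximal effect; % of control where 0% means no effect; nearly all actives have a fitted effect of over 45% in size; temperature-sensitive fusion mutants such as fzo1-1 at 37 °C on non-fermentable ethanol glycerol medium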
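Yeast fusion mutant, YPEG (non-fermentable carbon), compound, 48 h at 37C non-permissive; CellTiterGlo added, 10 min RT, luminescence read. Rescued growth = division inhibition.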
Eya2 inh – blocks the phosphatase activity of human Eya2; O00167; recombinant Eya2, OMFP fluorescence dephosphorylation (OMFP is methylfluorescein phosphate); Potency, µM (titrated, usually from 76.9 µM), for the others: at the top dose activity, negative = inhibition, most hits filed as inhibitors; 330,000 tested, 0.006% active; AID 488837; note: potency is the fitted concentration of half-maximal effect; % is set by controls: 0 for no effect and ±100 for the full control effect
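Eya2 protein (added as 0.2 uM solution) was preincubated with compound for 10 min at ambient temperature in 50 mM HEPES pH 7.5, 50 mM NaCl, 5 uM MgCl2, 0.05% BSA, 1 mM DTT. OMFP (added at 50 uM) then reacted 10 min; fluorescence read at 485/525 nm.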
BCR signal inh – blocks chronic active B-cell receptor signaling; Potency, µM (titrated, usually from 46.1 µM), without a hit: at the top dose ratio change, negative = lower green/red ratio, hits mostly inhibitors; ABC-DLBCL IkBa-CBG/CBR reporter, luminescence ratio, 4 h; 340,000 tested, 0.05% active; active = well fitted inhibition curve with a large enough effect in the signal ratio, with a control signal flat, not every such curve was filed as active; inconclusive = small, poorly fitted or top-dose-only effect, or effect the other way, or a change in a side signal; the % refers to the signal ratio;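 note: potency is the fitted concentration of half-maximal effect; plate controls were basal doxycycline-induced cells for no effect and cells given 10 µM MG132 for full effect; MG132 reads +100%, hits lower the ratio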
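TMD8 human ABC-DLBCL cells with doxycycline-inducible IκBα–green luciferase fusion and unfused red luciferase, in 0.5% FBS medium; compounds up to 46 uM, 4 h at 37C. Green/red luminescence ratio, filter-overlap corrected, fitted to concentration-response curves.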
MBNL1 CUG block – MBNL1-poly(CUG) RNA binding inhibition. 280,000 tested, 0.036% active. Potency, µM (doses to about 57.5 µM), for inactives: at the top dose activity change, negative = inhibition, actives largely listed as inhibitors. TR-FRET MBNL1-His/biotin-(CUG)12 binding, 665/545 ratio. AID 2675. Q9NR56; active = well fitted inhibition curve with a large enough effect in the signal ratio, with a control signal flat, not every such curve was filed as active; inconclusive = small, poorly fitted or top-dose-only effect, or effect the other way, or a change in a side signal; inactive = no such curve, though single readings can be large or run the other way; the % refers to the signal ratio; note: potency is the fitted concentration of half-maximal effect; % is set by controls: 0 for no effect and ±100 for the full control effect
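Inhibition of protein-RNA binding appears as loss of TR-FRET between terbium anti-His antibody on MBNL1-His and streptavidin-XL665 on biotin-(CUG)12. Activity is normalized to buffer-only and uninhibited-complex controls.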
ASM inhibitor – human S-ASM enzyme inhibition | P17405 | placental ASM, HMU-PC fluorogenic substrate, 60 min | Potency, µM (top dose mostly 57.5 µM), for the others: at the highest dose activity change, negative = inhibition, hits mostly inhibitors | 340,000 tested, 0.006% active | AID 504937; note: potency is the fitted concentration of half-maximal effect
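Human placenta-derived ASM preincubated with compound 10 min at room temperature, then reacted with 9 uM (final) fluorogenic HMU-PC substrate for 60 min at 37 C. Stop solution raises pH to 10; fluorescence read at Ex 386/Em 447 nm.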
TSHR antag – antagonists of human thyroid stimulating hormone receptor. P16473. TSHR-expressing cells, TSH-stimulated cAMP HTRF, 2 h; active compounds read low. activity change, negative = inhibition, % at 11.5 µM. 330,000 tested, 0.2% active. AID 504810;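 active = activity change below a set negative limit, meaning inhibition stronger than a set level, cut at about -70% in these data; inconclusive = activity change between two set negative limits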; note: % is set by controls: 0 for no effect and ±100 for the full control effect
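Cell-based HTRF cAMP assay; TSHR cells + compound, TSH EC80 (4nM final), 2 h, 37 deg C. Lysis with anti-cAMP cryptate and cAMP-d2, 30 min RT, read 665/620 nm.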
KCNH2 WT inh – inhibitors of human wildtype KCNH2 potassium channel | Q12809 | U2OS, BacMam KCNH2, thallium flux FluxOr; active compounds read low | activity change, % at 1.84 µM | 340,000 tested, 0.37% active;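 active = maximum activity change below -70%; inconclusive = maximum activity change between -70% and -50%; inactive = maximum activity change above -50%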; note: % is set by controls: 0 for no effect and ±100 for the full control effect
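U2OS cells transduced with wild-type KCNH2 virus are loaded with FluxOr dye for 45 min, and thallium flux is measured in kinetic reads before and after stimulation buffer. Rate constants are normalized to DMSO controls.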
PKM2 activator – PKM2 (human) enzyme activation | purified PKM2, Kinase-Glo ATP luminescence, activation; response scale: 0% is enzyme alone, no compound | Potency, µM (top dose mostly 57.5 µM), without a hit: at the top dose activation, most hits filed as activators | 260,000 tested, 0.34% active; note: potency is the fitted concentration of half-maximal effect; % is set by controls: 0 for no effect and ±100 for the full control effect; nearly all actives have a fitted effect of over 55% in size
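hPK-M2, >95% pure; 0.1 mM ADP / 0.5 mM PEP final; imidazole pH7.2 buffer w/ 7 mM MgCl2, 50 mM KCl; 1 h RT; Kinase-Glo lum. Intermediate enzyme activity for dual inhibitor/activator qHTS.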
USP2a inh – inhibitors of human ubiquitin-specific protease USP2a | USP2 core, Ub-CHOP2 coupled fluorogenic reporter, 485/531 | Potency, µM (doses to about 38.3 µM), for inactives: at the top dose activity change, negative = inhibition, actives largely listed as inhibitors | 330,000 tested, 0.01% active | AID 463254;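 note: potency is the fitted concentration of half-maximal effect; plate controls were DMSO wells for no effect and full inhibition by NEM control for full effect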
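Cell-free coupled assay: 10nM USP2 core preincubated 30min RT with compound in Tris-HCl pH 8.0/CaCl2/CHAPS buffer, then 25nM Ub-CHOP2 and 25nM reporter substrate; fluorescence (Ex 485/Em 531) read after 60min RT, normalized to NEM inhibition, concentration-response curves fitted.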
GALK inhibitor – blocks human galactokinase activity; P51570; 270,000 tested, 0.007% active; Potency, µM (highest dose often 57.5 µM), for inactives: at the highest dose activity change, negative = inhibition, usual class: inhibitors; Purified GALK, Kinase-Glo residual ATP luminescence; note: potency is the fitted concentration of half-maximal effect; % is set by controls: 0 for no effect and ±100 for the full control effect
Target sequence (P51570 whole entry, looked up): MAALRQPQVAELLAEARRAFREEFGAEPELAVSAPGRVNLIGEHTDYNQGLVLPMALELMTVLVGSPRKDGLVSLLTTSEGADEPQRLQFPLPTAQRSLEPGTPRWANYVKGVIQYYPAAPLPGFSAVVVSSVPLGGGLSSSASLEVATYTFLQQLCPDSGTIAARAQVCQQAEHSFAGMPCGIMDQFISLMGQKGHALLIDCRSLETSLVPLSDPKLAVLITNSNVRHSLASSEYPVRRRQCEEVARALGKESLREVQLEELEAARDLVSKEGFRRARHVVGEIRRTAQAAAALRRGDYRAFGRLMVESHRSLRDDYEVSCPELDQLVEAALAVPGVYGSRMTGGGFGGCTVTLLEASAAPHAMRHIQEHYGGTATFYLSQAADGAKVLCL
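Compounds were pin-transferred into ATP buffer (35 uM final), then GALK plus galactose (5 nM, 100 uM final) was added. After 1 h at room temperature, Kinase-Glo Plus was added and luminescence read after 10 min.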
Menin MLL FP TR – menin-MLL binding inhibition, Texas Red mutant peptide. O00255. Menin + Texas Red MLL mutant peptide, fluorescence polarization. Potency, µM (top dose mostly 61.6 µM), for the others: at the top dose FP activity change, negative = inhibition, most hits filed as inhibitors. 270,000 tested, 0.23% active. AID 1768; active = well fitted inhibition curve with a large enough effect in the polarisation, with a control signal flat, not every such curve was filed as active; inconclusive = small, poorly fitted or top-dose-only effect, or effect the other way, or a change in a side signal; inactive = no such curve, though single readings can be large or run the other way; the % refers to the polarisation; note: potency is the fitted concentration of half-maximal effect; % of control where 0% means no effect; many of its hits are not listed in these tables
Target sequence (O00255 whole entry, looked up): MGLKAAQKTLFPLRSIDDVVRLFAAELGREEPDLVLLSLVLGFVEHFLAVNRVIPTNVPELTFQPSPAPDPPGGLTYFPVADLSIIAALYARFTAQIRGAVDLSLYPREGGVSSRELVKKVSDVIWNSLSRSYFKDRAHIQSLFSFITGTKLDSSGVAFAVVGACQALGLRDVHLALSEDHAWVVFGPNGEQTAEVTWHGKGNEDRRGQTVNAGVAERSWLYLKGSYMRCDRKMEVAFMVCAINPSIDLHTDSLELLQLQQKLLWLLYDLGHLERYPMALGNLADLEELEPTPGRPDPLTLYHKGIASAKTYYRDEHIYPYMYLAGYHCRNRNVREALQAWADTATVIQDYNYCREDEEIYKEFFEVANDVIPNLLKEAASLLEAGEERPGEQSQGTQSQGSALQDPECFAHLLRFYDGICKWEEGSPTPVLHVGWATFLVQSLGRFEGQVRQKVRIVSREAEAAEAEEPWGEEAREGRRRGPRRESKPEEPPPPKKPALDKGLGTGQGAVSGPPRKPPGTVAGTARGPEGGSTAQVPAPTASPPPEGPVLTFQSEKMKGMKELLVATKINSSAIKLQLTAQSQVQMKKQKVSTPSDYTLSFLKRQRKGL
* hit, by the source's call; ? = inconclusive; nt = not tested or not shown; [ ] = another dose, or the depositor's remark. Unless noted, calls come from the whole dose curve; as a rule, active = well fitted curve in the direction sought with a large enough effect; inconclusive = small, poorly fitted or top-dose-only effect, or another doubt; inactive = no such curve, though single readings can be large; an effect the other way counts as inactive or inconclusive. The list is partial; count on the stated rates, not on these rows.

SMILES	Mito fusion act	Eya2 inh	BCR signal inh	MBNL1 CUG block	ASM inhibitor	TSHR antag	KCNH2 WT inh	PKM2 activator	USP2a inh	GALK inhibitor	Menin MLL FP TR
Cc1cccc(C)c1OCC(=O)N1CCc2ccccc2C1	5%	-13%	5%	3%	2%	-3	-1	-1%	-1%	-1%	-15%
CS(=O)(=O)N(CC(=O)O)c1ccc(C23CC4CC(CC(C4)C2)C3)cc1	1%	8%	4%	0%	9%	-6	-15	-2%	-1%	1%	-20%
COc1cc(NC(=O)COc2ccc3c(C)cc(=O)oc3c2C)cc(OC)c1OC	-14%	-22%	3%	3%	-1%	-3	1	nt	-1%	-7%	3%
CCCCN=C(Nc1ccc(Cl)cc1)c1cccnc1	3%	-37%	0%	?	0%	-2	-3	0%	2%	1%	9%
CCCCCCSc1ccc(-c2nc3ccc(Cl)cn3c2NCc2ccccc2)cc1	nt	11%	2%	nt	182%[activator]	2	8	nt	3%	nt	nt
COCc1nnc(NS(=O)(=O)c2ccc(Cl)cc2)s1	0%	0%	12%	-7%	5%	-4	3	-27%	-1%	0%	-2%
Cc1noc(C)c1CSc1nnc(-c2ccccc2)n1N	4%	0%	9%	-2%	2%	-4	-6	0%	6%	0%	7%
Cc1cccn2cc(-c3ccc(NC(=O)Cc4ccccc4)cc3)nc12	4%	-14%	8%	-12%	2%	-5	-1	-3%	-1%	0%	?
COC(=O)COc1cccc(NC(=O)c2ccccc2)c1	2%	5%	?	-9%	-2%	-10	1	0%	1%	0%	8%
COC(=O)CNC(=O)c1ccc(OC2CCN(C(=O)C3CC3)CC2)cc1	1%	7%	?	4%	3%	-2	-12	0%	3%	0%	1%

Some of these compounds in order of the ASM inhibitor value, high to low.
canonical_smiles	ASM inhibitor
CS(=O)(=O)N(CC(=O)O)c1ccc(C23CC4CC(CC(C4)C2)C3)cc1	9%
Cc1noc(C)c1CSc1nnc(-c2ccccc2)n1N	2%
COc1cc(NC(=O)COc2ccc3c(C)cc(=O)oc3c2C)cc(OC)c1OC	-1%

Following part.
SMILES	Mito fusion act	Eya2 inh	BCR signal inh	MBNL1 CUG block	ASM inhibitor	TSHR antag	KCNH2 WT inh	PKM2 activator	USP2a inh	GALK inhibitor	Menin MLL FP TR
CC(C)(C)C(=O)NC(=S)Nc1ccc(S(=O)(=O)Nc2nccs2)cc1	0%	1%	3%	-1%	-4%	-11	2	-13%	2%	-2%	11%
Nc1ccc(Oc2ccc3c(c2)C(=O)NC3=O)cc1	-5%	-1%	-16%	?	0%	-13	-4	2%	-8%	6%	-14%
Cc1cc(C)cc(OCC(=O)OCC(=O)N(CC(C)C)c2c(N)n(Cc3ccccc3)c(=O)[nH]c2=O)c1	-2%	-19%	4%	nt	1%	9	3	nt	-2%	nt	nt
CCOC(=O)c1c(C)c(C(=O)NCC2CCCO2)c(C)n1C (stereo not drawn)	0%	2%	?	-8%	2%	-1	8	3%	-2%	0%	15%
Cc1ccc(-c2nnn(CC(=O)N(C)C3CCCCC3)n2)o1	1%	-13%	3%	2%	6%	-7	-8	0%	3%	-2%	-7%
Cc1sc2ncnc(N3CCC(C(=O)NNC(=O)c4ccccc4Cl)CC3)c2c1C	1%	7%	?	-6%	-1%	22	1	3%	-1%	-9%	nt
CC(c1nc2ccccc2c(=O)[nH]1)N(C)CCOc1ccc(Cl)cc1 (stereo not drawn)	15%	-3%	?	0%	2%	3	-1	1%	1%	-1%	nt
COc1ccc(OC)c(C(C)NC(=O)c2ccc(Br)cc2)c1 (stereo not drawn)	-5%	1%	2%	-6%	-2%	20	-22	-2%	2%	3%	5%
COc1ccc(/C=N/NC(=O)C2(O)c3ccccc3-c3ccccc32)cc1	-5%	-5%	-2%	20%	3%	-6	-14	-4%	1%	0%	10%
COc1ccc(N2CC(C)(C)C2=O)cc1	1%	2%	?	nt	4%	-16	-10	3%	2%	1%	0%
Cc1ccc(S(=O)(=O)N2CCN(C(=O)CN3CCCCC3)C2)cc1	1%	15%	3%	-5%	1%	-1	4	6%	0%	-5%	-2%
COC(=O)/C=C1/N/C(=N\c2nc(C)cc(C)n2)N(c2cccc(C)c2)C1=O	-3%	1%	-1%	15%	3%	3	-12	8%	4%	nt	1%
Cc1nc2cc(NC(=O)NCCCO)ccc2o1	-2%	4%	10%	1%	3%	6	-12	-9%	3%	-1%	15%
CCOC(=O)c1ccc(N2C(=O)CC(N3CC(C)OC(C)C3)C2=O)cc1 (stereo not drawn)	7%	-25%	?	3%	-1%	5	-9	9%	3%	0%	17%
O=C(CSc1cccc[n+]1[O-])NC(=O)c1ccc(OC(F)F)cc1	-8%	-17%	2%	nt	-1%	1	-13	-12%	-2%	9%	10%
CSc1ccc(/C=C(/NC(=O)c2ccccc2)C(=O)NCCCn2ccnc2)cc1	-3%	-2%	-8%	?	-1%	-1	11	-7%	0%	7%	9%
COc1ccc(/C=N\NC(=O)c2ccc(F)cc2)cc1COc1cc(F)ccc1[N+](=O)[O-]	8%	2%	?	12%	-9%	-22	8	1%	-1%	4%	13%
O=C(NCc1cccnc1)C(=O)Nc1ccc([N+](=O)[O-])cc1	-4%	-5%	1%	?	-1%	15	5	-3%	12%	-4%	7%
O=C(Nc1ccccc1N1CCCCC1)c1cccc([N+](=O)[O-])c1	0%	-21%	4%	7%	0%	-23	11	-1%	-1%	-2%	-11%
CCOc1ccc(NC(=O)CN(C)C(=O)CCNC(=O)c2ccco2)cc1OCC	-2%	-3%	1%	nt	-2%	3	-8	nt	4%	nt	nt
O=S(=O)(c1ccc(Cl)cc1)N1CCC2(CC1)OCCN2S(=O)(=O)c1cccs1	5%	-2%	6%	nt	1%	-15	-9	nt	-6%	nt	nt
C/C=C\C(=O)Nc1cccc(C2=NOC3(C2)C[C@H](C(N)=O)N(C(=O)Cc2ccc([N+](=O)[O-])cc2)C3)c1 (stereo partly drawn)	1%	3%	-3%	?	-2%	3	-2	11%	1%	5%	nt
COc1ccc(CNC(=O)[C@H](C)NC(=O)C2CCN(C(=O)[C@@H](N)CCSC)CC2)cc1	4%	15%	16%	-8%	0%	33	-7	-4%	-3%	nt	-9%
CCCCCCNC(=O)N[C@H](C(=O)NCCC[C@H]1CN2C(=NC[C@H]2C)N1CCC(c1ccccc1)c1ccccc1)C(C)O (stereo partly drawn)	-32%	-19%	18µM*	-6%	nt	-1	nt	-42%	-4%	2%	nt
COc1cccc(NC(=O)c2ccccc2NS(C)(=O)=O)c1	0%	-23%	?	-7%	-2%	-6	4	4%	0%	4%	22%
O=C(CSCc1cccc(Cl)c1)N1CCN(Cc2ccc3c(c2)OCO3)CC1	?	-11%	?	-2%	3%	-6	-7	2%	-6%	-4%	?
O=C(NC1CCCCC1)C(c1cccnc1)N(CCc1ccccc1)C(=O)Cc1cccs1 (stereo not drawn)	-1%	-1%	0%	-19%	3%	7	-2	11%	2%	0%	0%
COc1cc(-c2[nH]nc3c2C(c2ccco2)C(C#N)=C(N)O3)cc(OC)c1OC (stereo not drawn)	1%	-4%	?	nt	0%	-23	-6	5%	3%	-1%	-13%
O=C(CCn1nc(-c2ccccc2)c2ccccc2c1=O)N1CCN(c2ccccc2)CC1	14%	-9%	?	3%	4%	-11	6	0%	3%	-4%	-20%
Oc1c(Br)cc(/C=N/Nc2ccc(Cl)nn2)cc1Br	4%	5%	-1%	?	9%	-3	6	nt	5%	-4%	?
N#CCSc1nc2c(c(=O)n1Cc1ccco1)C1(CCCC1)Cc1ccccc1-2	0%	-18%	?	10%	-5%	-3	0	3%	2%	-1%	-4%
Cc1ccc(-c2csc3ncn(CC(=O)N4CCOCC4)c(=O)c23)cc1	0%	8%	-1%	1%	-1%	0	-1	1%	-1%	4%	-3%
COc1cc2c3c(c1OC)C1(C=CC(=NO)C=C1)CC3N(C(C)=O)CC2 (stereo not drawn)	3%	5%	1%	7%	2%	-8	4	-5%	-2%	-4%	-14%
